Screening results (PubChem)
UHRF1 MBD2 ctr: UHRF1 methyl-DNA binding inhibition; Q96T88; UHRF1 binding to methylated oligo, TR-FRET; inhibition, % at 4.4 µM; hit rate 0.75% among 370,000; AID 687016; in the data active = inhibition above about 21%;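 also: UHRF1 SRA domain binding a hemimethylated CpG hairpin DNA probe; 0% = median of test compound wells and 100% = reference inhibitor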
PRMT1 inh: blocks human protein arginine methyltransferase 1; inhibition, % at 2.79 µM; hit rate 1.3% among 370,000; Q99873; AID 652257; recombinant PRMT1, activity-based probe fluorescence polarization;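 active = inhibition above about 21% made by adding two undisclosed values, limit read from the data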
Target sequence (Q99873 whole entry, looked up): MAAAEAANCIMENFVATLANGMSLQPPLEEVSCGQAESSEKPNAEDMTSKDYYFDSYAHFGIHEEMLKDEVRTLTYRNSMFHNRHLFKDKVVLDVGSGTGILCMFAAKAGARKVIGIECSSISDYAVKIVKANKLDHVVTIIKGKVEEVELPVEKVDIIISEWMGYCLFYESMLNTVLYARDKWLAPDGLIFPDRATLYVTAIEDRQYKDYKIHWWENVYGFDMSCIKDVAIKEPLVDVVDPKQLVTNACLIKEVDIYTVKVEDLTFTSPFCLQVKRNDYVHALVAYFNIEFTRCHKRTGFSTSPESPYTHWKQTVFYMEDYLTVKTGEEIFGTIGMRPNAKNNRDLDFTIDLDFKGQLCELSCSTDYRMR
SIAE primary: inhibitors of human sialic acid acetylesterase SIAE; AID 1053197; Q9HAT2; inhibition, % at 9.66 µM; hit rate 0.69% among 370,000; SIAE FP-Rh probe binding, fluorescence polarization;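 active = inhibition above a cutoff: mean of compounds within the control limits plus 3 SD of those, cut at about 17% in these data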;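 also: 0% = plate median of compound wells and 100% = probe without SIAE protein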
Tn6 DDE FP: inhibitors of Tn6 peptide binding to human fibrin DD(E); AID 720509; inhibition, % at 8.3 µM; P02675; Fibrin DD(E) TRITC-Tn6 fluorescence polarization displacement; hit rate 0.21% among 370,000;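 active = inhibition above a per-campaign cutoff: mean of compounds within control limits plus 3 SD, cut at about 15% in these data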;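 also: 0% = median of all compound wells on the plate and 100% = blocking peptide control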
TCR CD3 inh: inhibitors of human TCR-CD3 interaction. inhibition, % at 9.4 µM. TAMRA-labeled TCR probe fluorescence, biochemical. hit rate 0.37% among 360,000; in the data active = inhibition above about 19%;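 also: recombinant mutant TCR 2C K166C tagged with TAMRA read by polarization; 0% = receptor in buffer alone and 100% = receptor with positive control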
TDP2 absorb: blocks human TDP2 phosphodiesterase activity; recombinant TDP2, T5PNP hydrolysis, p-nitrophenol absorbance 415 nm; hit rate 0.34% among 370,000; O95551; inhibition, % at 12.8 µM; AID 720702;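 active = inhibition above the mean of all tested compounds plus 3 SD, set per campaign, cut at about 25% in these data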;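 also: 0% = DMSO with enzyme and 100% = buffer with substrate but no TDP2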
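Evaluation: % inhibition relative to enzyme-containing and enzyme-free wells. Material: recombinant human TDP2. Benchmarks: enzyme-free and DMSO wells. Timing: enzyme reaction with compound for 2 h at 37 °C. Compound dosing: 12.8 µM only. Measured by: p-Nitrophenol epi absorbance. Reagent: T5PNP substrate at 5 mM, a TopII-DNA adduct mimic. Replication: single well per compound.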
MBD2 inh: inhibitors of human MBD2 binding to methylated oligonucleotide. inhibition, % at 4.4 µM. Q9UBB5. AID 686964. hit rate 0.31% among 370,000. TR-FRET; in the data active = inhibition above about 13%
KLK7 zymogen act: proKLK7 (human) activation, primary screen | P49862 | purified proKLK7, EDANS-DABCYL substrate fluorescence; 100% is mature enzyme control, 0% vehicle | activation, % at 7 µM | hit rate 0.9% among 370,000 | AID 652039;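 active = activation above the mean of all tested compounds plus 3 SD, computed per campaign excluding outliers beyond control limits, cut at about 13% in these data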
Target sequence (P49862 whole entry, looked up): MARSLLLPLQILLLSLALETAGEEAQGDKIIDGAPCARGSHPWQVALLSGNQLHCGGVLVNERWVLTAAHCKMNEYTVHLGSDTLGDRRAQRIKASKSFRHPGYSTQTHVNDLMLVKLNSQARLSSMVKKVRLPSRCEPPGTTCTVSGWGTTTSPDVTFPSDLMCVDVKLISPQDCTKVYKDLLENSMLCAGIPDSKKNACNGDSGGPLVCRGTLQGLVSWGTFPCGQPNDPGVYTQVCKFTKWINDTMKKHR
LEDGF integ inh: blocks HIV-1 LEDGF/p75-dependent DNA integration; TR-FRET IN-LEDGF/p75 DNA integration, Eu/Cy5; inhibition, % at 3.7 µM; hit rate 0.64% among 370,000;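 active = inhibition above the screen-wide mean plus 3 SD, cut at about 13% in these data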;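 also: signal is the Cy5 over europium emission ratio at 671 and 618 nm; 0% = plate median of compound wells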
Tn7 DDE FP: DD(E)-Tn7 binding inhibition, primary FP screen. inhibition, % at 8.3 µM. AID 720508. P02675. hit rate 0.13% among 370,000. FP displacement of FITC-Tn7 peptide from fibrin DD(E); 0% = median of compound wells per plate;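 active = inhibition above the mean of compounds falling within the control limits plus 3 SD of them, cut at about 14% in these data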;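 also: 0% = plate median of compound wells and 100% = 10 µM Aha-Tn7 peptide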
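Test system: human clot-derived fibrin DD(E) complex / Quantity: 2 µM final DD(E) protein / Incubation: 10 min plus 3 h, room temperature / Measured by: fluorescence polarization / Benchmarks: high control of 10 µM Aha-Tn7 peptide / Replicates: singlicate testing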
* = called active by the depositor.

UHRF1 MBD2 ctr	PRMT1 inh	SIAE primary	Tn6 DDE FP	TCR CD3 inh	TDP2 absorb	MBD2 inh	KLK7 zymogen act	LEDGF integ inh	Tn7 DDE FP	compound
1	1	2	6	-3	12	2	-0.2	-4	-3	CCCCCNC(=O)C(=O)C1C(=O)Nc2ccccc21 (stereo not given)
-2	5	-1	4	-4	10	2	0.5	-4	-3	CCCN1CC(O)=C(C#N)C1=O
-1	-3	-4	4	-1	5	1	-0.5	2	-8	CCOCCCNC(=O)C(c1ccc(OC)cc1)N(Cc1ccc2c(c1)OCO2)C(=O)c1cnccn1 (stereo not given)
5	6	-14	-11	2	13	8	0.9	3	0	C[C@@H]1CN([C@@H](C)CO)C(=O)CCCn2nncc2CO[C@@H]1CN(C)C(=O)Nc1cccc(Oc2ccccn2)c1
2	0	-4	-4	6	12	-8	-0.1	3	-7	Cc1cc(C(=O)NC2CCCN(Cc3ccc(Cl)cc3)C2)n(C)n1 (stereo not given)
1	1	0	-2	3	3	-1	0.1	2	-6	CC(C)(C)n1nnnc1C(c1ccccc1F)N(Cc1ccco1)CC1CCCO1 (stereo not given)
-2	0	-2	6	7	-4	-6	0.9	5	-4	COc1cccc(OCc2nnc(SCc3cc(=O)[nH]c4ccccc34)o2)c1
-1	2	1	-3	2	9	-2	0.1	-3	-4	COc1ccccc1CNC(=O)Cn1nnc(-c2ccncc2)n1
-2	-1	-1	3	-4	5	-2	0.2	0	3	COc1ccc(CN2C3CCCC2CC(NC(=O)/C=C/c2ccccc2)C3)cc1 (stereo not given)
1	-4	2	3	2	-1	-1	-1.0	-3	4	Cc1nnc(SCC(=O)NC(=O)NC(C)(C)C)s1
1	-1	-3	-1	-3	6	5	-0.5	-2	-5	O=C(O)c1ccc(NCc2ccncc2)cc1
-1	-2	0	1	1	10	2	0.5	0	1	CNC(=O)c1nn(-c2ccc(Cl)cc2)ccc1=O
-1	-1	1	1	-4	-7	-1	-0.3	-2	3	CC1CCCCN1C(=O)CSc1nnc(Cc2ccccc2)n1C (stereo not given)
-3	5	0	0	-3	-7	-3	-3.4	-3	-1	O=C(N/N=C/c1cccn1-c1ccc(O)cc1)c1cccc2ccccc12
-2	-2	5	1	9	-3	-3	-0.3	-2	3	CN(Cc1ccccc1)N=Nc1ccccc1
-5	-3	0	-7	0	8	0	-0.5	1	-4	CC(C)c1ccc(/C=C/C2=NNC(=O)CC2)cc1
-3	0	-1	7	5	5	1	0.1	2	-6	COc1ccccc1CN1CCNC(=O)C1CC(=O)O (stereo not given)
2	5	2	1	-3	-6	-1	0.0	3	3	CCOC(=O)C(=Cc1ccc(-n2ccnc2)cc1)C(=O)OCC
3	-4	-6	-1	-11	-21	-3	0.2	3	-2	CCc1c(N)nc(N)nc1Nc1ccccc1Cl
-5	0	-2	0	4	14	2	0.9	-3	4	CC(C)C[C@H](NC(=O)N1CC(=O)Nc2ccccc21)C(=O)N1CCC(C(=O)O)CC1
0	-2	-3	-11	1	-1	-3	-0.6	-1	1	CC1(C(=O)NCc2ccc(C(F)(F)F)cc2)CCN1Cc1ccccc1OC(F)F (stereo not given)
-3	-3	7	-10	-6	10	3	-0.2	0	0	Cc1ccc(C2c3c(-c4ccccc4O)n[nH]c3C(=O)N2Cc2ccncc2)cc1 (stereo not given)
-3	-4	0	-1	-1	-5	1	0.5	2	-4	CCC(C)N=Cc1c(NCc2ccco2)nc2c(C)cccn2c1=O (stereo not given)
-3	3	-1	-6	-5	3	-4	-0.1	-3	-5	CCCCC(=O)N(C)c1c(CC)nc2c(OCCOc3ccc(F)cc3)cccn12

Sorted by the number under PRMT1 inh (high to low): 6 from the list above
UHRF1 MBD2 ctr	PRMT1 inh	SIAE primary	Tn6 DDE FP	TCR CD3 inh	TDP2 absorb	MBD2 inh	KLK7 zymogen act	LEDGF integ inh	Tn7 DDE FP	compound
5	6	-14	-11	2	13	8	0.9	3	0	C[C@@H]1CN([C@@H](C)CO)C(=O)CCCn2nncc2CO[C@@H]1CN(C)C(=O)Nc1cccc(Oc2ccccn2)c1
2	5	2	1	-3	-6	-1	0.0	3	3	CCOC(=O)C(=Cc1ccc(-n2ccnc2)cc1)C(=O)OCC
-3	3	-1	-6	-5	3	-4	-0.1	-3	-5	CCCCC(=O)N(C)c1c(CC)nc2c(OCCOc3ccc(F)cc3)cccn12
-2	0	-2	6	7	-4	-6	0.9	5	-4	COc1cccc(OCc2nnc(SCc3cc(=O)[nH]c4ccccc34)o2)c1
-2	-1	-1	3	-4	5	-2	0.2	0	3	COc1ccc(CN2C3CCCC2CC(NC(=O)/C=C/c2ccccc2)C3)cc1 (stereo not given)
-1	-2	0	1	1	10	2	0.5	0	1	CNC(=O)c1nn(-c2ccc(Cl)cc2)ccc1=O

(next part)
UHRF1 MBD2 ctr	PRMT1 inh	SIAE primary	Tn6 DDE FP	TCR CD3 inh	TDP2 absorb	MBD2 inh	KLK7 zymogen act	LEDGF integ inh	Tn7 DDE FP	compound
7	1	4	2	-3	6	6	-0.2	-3	5	Cc1nn(C(C)(C)C)c(NC(=O)c2ccccc2)c1C#N
25*	2	2	-3	-3	0	10	-0.1	-4	4	CC1CCCCC1NC(=O)/C(C#N)=C/c1ccccc1F (stereo not given)
-2	-1	4	3	-2	2	-1	0.3	-7	-6	C[C@@H]1CN([C@H](C)CO)C(=O)CCCn2cc(nn2)CO[C@H]1CN(C)C(=O)Nc1ccc(F)cc1
1	1	-3	0	-7	-2	4	0.4	-3	-5	Nc1cc(=O)[nH]c(SCc2ccc(Cl)cc2Cl)n1
-2	-2	1	5	8	0	-3	0.1	1	-8	O=C(CSc1nc2ccccc2c(=O)n1-c1ccccc1Cl)NCC1CCCO1 (stereo not given)
-2	-4	5	3	6	7	2	-0.3	0	0	CC(NC(=S)Nc1c(Br)cccc1OC(F)F)C(C)(C)C (stereo not given)
-2	0	0	-4	7	-19	-2	0.2	5	0	N#C/C(=N\Nc1ccc([N+](=O)[O-])cc1)C(=N)N1CCOCC1
3	2	0	5	2	2	2	0.3	3	4	CCNc1nc(NC(C)C)nc(Oc2ccc(OCc3ccccc3)nn2)n1
-2	60*	-16	-8	-2	-13	-5	-0.3	16*	2	CCOC(=O)c1ccc(N2C(=O)c3n[nH]c(-c4ccco4)c3C2c2cccc([N+](=O)[O-])c2)cc1 (stereo not given)
2	4	-7	3	3	-3	3	-0.1	-2	2	CCOc1ccc(-c2nnn(CC(=O)c3ccc4c(c3)OCCO4)n2)cc1OCC
1	0	-9	-2	-13	-2	-4	-0.2	1	-5	Cc1ccccc1-n1nnnc1SCC(=O)c1c(N)n(C2CC2)c(=O)[nH]c1=O
-4	-1	4	-1	1	-7	-8	2.3	7	6	COc1ccc(C(=O)NCCNc2nc3ccc(C)cc3cc2C#N)cc1OC
2	0	-7	-2	4	-5	-1	-0.2	3	-4	O=C(COC(=O)CNC(=O)c1ccc([N+](=O)[O-])o1)Nc1ncc(Cl)cc1Cl
0	2	-4	0	3	3	-4	-0.1	-5	10	COc1ccccc1Nc1c([N+](=O)[O-])cncc1[N+](=O)[O-]
3	-4	-2	7	2	3	4	-0.2	-4	5	O=C(Cc1ccccc1Cl)N1CCN(c2ncccn2)CC1
1	3	-7	0	-3	2	0	0.0	0	-5	O=S(=O)(c1cnccc1N1CCN(/N=C/c2ccc(Br)cc2)CC1)N1CCCCC1
-1	0	-1	-5	-1	-14	-5	-0.8	1	-7	COc1ccc(NC(=O)CSc2ccccn2)cc1OC
-1	4	-1	10	0	6	1	-0.6	1	-4	O=C(NCc1ccncc1)C(F)(F)C(F)(F)C(=O)NCc1ccncc1
1	-4	2	6	8	0	0	-23	0	-3	COC(=O)/C=c1\[nH]c2nnc(C)n2c1=O
1	-10	-6	0	1	-7	-1	0.1	4	4	CCCCCCCCN1C(=O)[C@H](CC(=O)NCCc2ccccc2OC)C[C@@]2(C(=O)OC)CC(C)(C)CC=C12
4	2	0	-4	-2	3	2	-0.8	-1	-4	COc1ccc(C2N(c3cc(C)on3)C(=O)C3CCCN32)cc1OC (stereo not given)
2	4	0	-4	-4	11	2	-0.8	-2	6	CC(C)[C@H](NC(=O)N1CC(=O)Nc2ccccc21)C(=O)N1CCC[C@H]1C(=O)O
0	3	-11	-6	3	2	-1	0.1	2	2	O=C1CC(SC2=NCCS2)C(=O)N1c1ccc(Br)cc1 (stereo not given)
11	-4	6	1	5	0	4	-0.5	1	-4	Cc1oc(-c2cccs2)nc1CN1CC[C@@](O)(c2ccccc2)[C@H]2CCCC[C@@H]21
1	-4	-2	-6	8	-1	0	0.4	2	-3	NS(=O)(=O)c1cccc(NC(=O)C2CC(=O)N(Cc3ccco3)C2)c1 (stereo not given)
1	9	0	-1	5	-6	-3	-0.1	0	1	C=CCn1c(SCC(=O)Nc2nnc(C)s2)nnc1C1CC1
1	0	-2	3	4	-13	2	-0.7	2	-1	C[C@H](NC(=O)N1CCn2c1nc1ccccc12)C(=O)NC1CC1
7	3	-9	-2	-1	-15	3	-0.3	0	-6	COC(=O)[C@@H](NC(=O)Nc1ccccc1F)C(C)C
-4	-2	6	-3	0	-3	3	-0.4	4	4	COc1ccc(C(=O)NCCc2c[nH]c3ccccc23)cc1S(=O)(=O)N1CCOCC1
